# ERp5 inh: inhibitors of ERp5-driven insulin aggregation, primary screen, biochemical, turbidity, absorbance 650 nm, single point | inhibition, % at 9.99 µM | hit rate 0.05% among 350,000 | 90 min | AID 651711, 2012 | Protein disulfide-isomerase A6 (Homo sapiens), Q15084;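 active means mean replicate inhibition above about 25%, with every replicate also reaching it, limit read from the data, passing the limit was not always enough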
# Casp6 inh: human caspase-6 inhibitors, primary screen, biochemical, VEID-R110 fluorescence, single point, set 2; P55212; purified caspase-6, Z-VEID-R110 cleavage fluorescence; inhibition, % at 12.5 µM; hit rate 0.53% among 350,000;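 active means mean inhibition across replicates at least about 35%, with every replicate also reaching that limit, limit read from the data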;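 further: 0% = median of neutral control wells and 100% = no fluorescence left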
# Target sequence (P55212 24-179 limits assumed): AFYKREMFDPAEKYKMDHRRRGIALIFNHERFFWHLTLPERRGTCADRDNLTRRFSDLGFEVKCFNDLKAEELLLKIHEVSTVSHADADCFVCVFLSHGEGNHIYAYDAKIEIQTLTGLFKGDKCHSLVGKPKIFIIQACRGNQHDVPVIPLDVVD
# Target sequence (P55212 194-293 limits assumed): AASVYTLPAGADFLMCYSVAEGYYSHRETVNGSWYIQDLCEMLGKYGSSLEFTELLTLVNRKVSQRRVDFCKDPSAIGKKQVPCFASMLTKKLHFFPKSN
# ARNT TACC3 PPI: disruptors of ARNT/TACC3 protein interaction, primary screen, biochemical, AlphaScreen, single concentration. hit rate 0.66% among 390,000. Transforming acidic coiled-coil-containing protein 3 (Homo sapiens), Q9Y6A5. AlphaScreen His-ARNT PAS-B/GST-TACC3 binding, luminescence; TACC3 fragment carries E629A point mutation. inhibition, % at 9.99 µM;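 active means mean inhibition of replicates at least 50% and at least half of replicates each reaching 50%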;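 further: 0% = complete ARNT plus TACC3 wells and 100% = ARNT alone without TACC3; many hits fall short of the cut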
# PglD inh: C. jejuni PglD acetyltransferase inhibitors, primary screen, biochemical, DTNB colorimetric, single point; purified PglD enzyme, DTNB colorimetric CoA detection; inhibition, % at 12.5 µM; hit rate 0.098% among 360,000; AID 602405, 2012; in the data active means inhibition above about 16%, passing the limit was not always enough; further: strong numbers were not always called active
# RAD54 branch: inhibitors of human RAD54 branch migration, primary screen, biochemical, fluorescence, single point; hit rate 0.14% among 360,000; inhibition, % at 10.4 µM; DNA repair and recombination protein RAD54-like (Homo sapiens), Q92698; RAD54 Holliday junction branch migration, FAM/BHQ fluorescence; AID 602329, 2012;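 active means mean normalized replicate activity at least 40 and at least half of replicates scoring 40 or more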;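 further: 0% = median of neutral control wells and 100% = median of positive control wells; inhibitors cause a drop in the FAM fluorescence signal; in these data hits start at about 50%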
# E-selectin induc: E-selectin induction in HUVECs, primary screen, imaging, HUVEC, immunofluorescence imaging, single point | P16581 | normalized: neutral wells 0, TNF-alpha wells 100 | activation, % at 7.58 µM | hit rate 0.37% among 260,000 | AID 686992, 2013;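 active means mean E-selectin-positive cell signal at least 10% of the positive control, reached in at least 60% of replicates, without over 20% cell loss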;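 further: in these data hits start at about 27%; measured in HUVEC primary endothelial cells; signal is the percent of cells scored E-selectin positive by PE staining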
# Target sequence (P16581 whole entry, looked up): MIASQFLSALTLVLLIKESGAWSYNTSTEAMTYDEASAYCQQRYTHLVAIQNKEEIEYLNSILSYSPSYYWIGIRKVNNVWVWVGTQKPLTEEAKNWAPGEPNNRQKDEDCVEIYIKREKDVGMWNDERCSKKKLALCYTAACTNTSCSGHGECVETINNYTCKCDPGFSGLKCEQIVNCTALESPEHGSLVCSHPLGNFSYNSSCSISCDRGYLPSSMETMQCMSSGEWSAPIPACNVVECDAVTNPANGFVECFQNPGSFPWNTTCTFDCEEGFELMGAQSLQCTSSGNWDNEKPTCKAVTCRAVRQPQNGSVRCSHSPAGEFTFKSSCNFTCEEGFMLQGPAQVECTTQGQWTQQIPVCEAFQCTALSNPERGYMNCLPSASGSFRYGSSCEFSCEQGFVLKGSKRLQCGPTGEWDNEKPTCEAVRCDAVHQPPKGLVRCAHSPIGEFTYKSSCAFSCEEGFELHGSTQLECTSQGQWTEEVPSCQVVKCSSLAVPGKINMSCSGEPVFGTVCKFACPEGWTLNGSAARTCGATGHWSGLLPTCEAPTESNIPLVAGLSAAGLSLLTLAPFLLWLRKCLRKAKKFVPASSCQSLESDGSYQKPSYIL
#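 Read-out: % PE-positive cells | Test system: HUVEC | Doses: One compound dose added by pin transfer | Buffer or medium: EGM-2 over gelatin coat | Signal: Immunofluorescence imaging | Benchmarks: TNF-alpha, DMSO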
# RAD52 anneal inh: RAD52 DNA annealing inhibitors, primary screen, biochemical, FRET, single point, set 2; recombinant RAD52 DNA annealing, FRET fluorescence; inhibition, % at 18.7 µM; hit rate 0.46% among 360,000; AID 651710, 2012;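 active means every replicate showing at least 50% inhibition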
# esBAF inh: Bmi1 luciferase reporter increase in mESCs, primary screen, esBAF inhibitor project, mouse ES cells, Bmi1 luciferase knock-in, single point | 24 h; 100% = twice the neutral-well signal | AID 602393, 2012 | hit rate 2% among 350,000 | reporter increase, % at 12.5 µM; in the data active means activation above about 40%;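 further: 0% = median of the plate's neutral control wells and 100% = double that signal; a rise in the Bmi1 reporter signal indicates esBAF inhibition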
# * hit, by the source's call; · = no result given.
1) COCCN(C(=O)c1cc(Cl)ccn1)c1c(N)n(Cc2ccccc2)c(=O)[nH]c1=O
2) CC1CCCCN1C(=O)COc1ccc(NC(=O)c2ccco2)cc1 (centres undefined)
3) CCCCOc1ccc(-c2nc(=S)[nH][nH]2)cc1
4) COc1ccc(NC(=O)COC(=O)c2ccc3ccccc3n2)cc1OC
5) COc1ccc(S(=O)(=O)NCC(=O)NCCc2ccc(OC)c(OC)c2)cc1

Compound,1,2,3,4,5
ERp5 inh,-9,·,·,3,20
Casp6 inh,-2,·,·,-1,1
ARNT TACC3 PPI,7,-4,-2,-11,·
PglD inh,7,-4,-3,-4,0
RAD54 branch,9,-3,3,0,0
E-selectin induc,·,·,·,0.0,-0.4
RAD52 anneal inh,-28,·,·,-29,4
esBAF inh,0,0,20,2,-1

6) CCOc1ccccc1NC(=O)CCCc1ccc(OC)c(C)c1
7) COc1ccc(-c2cc(C(=O)N/N=C/c3cccnc3)c3cc(C)cc(C)c3n2)cc1
8) CCOc1cc(S(=O)(=O)N2CCOCC2)ccc1F
9) CC(=O)Nc1ccc(C(=O)NCCCSc2ccccc2)cc1
10) O=C1NCCNC1c1ccccc1 (centres undefined)

Compound,6,7,8,9,10
ERp5 inh,3,2,·,2,-4
Casp6 inh,2,-3,·,0,1
ARNT TACC3 PPI,-8,4,-24,-5,-8
PglD inh,3,-3,0,-7,-3
RAD54 branch,-5,3,-4,-25,5
E-selectin induc,0.1,2.4,·,0.0,0.0
RAD52 anneal inh,-20,-11,·,0,-12
esBAF inh,-12,29,-4,·,8

11) COc1ccc(C(=O)NC(=S)Nc2cc(C)ccn2)cc1[N+](=O)[O-]
12) Cc1ccc2c(c1)cc(CN(C(=O)N1CCOCC1)C1CCCC1)c1nnnn12
13) CN(CC(=O)Nc1ccccc1Cl)C(=O)COC(=O)c1cc(S(=O)(=O)N(C)C)ccc1N1CCCC1
14) Cc1cccc(NC(=O)c2ccc(COc3ccc4ccccc4c3)o2)n1
15) CC(=O)N1c2ccccc2C(C)CC12CCCCC2 (centres undefined)

Compound,11,12,13,14,15
ERp5 inh,2,-4,1,1,-7
Casp6 inh,0,3,-4,2,-2
ARNT TACC3 PPI,-1,-6,3,-3,·
PglD inh,·,·,3,·,1
RAD54 branch,·,·,-3,·,-10
E-selectin induc,-2.1,·,2.2,·,·
RAD52 anneal inh,-3,-12,-14,-13,-3
esBAF inh,·,0,-3,·,8

# Looked up above:
# Cc1ccc2c(c1)cc(CN(C(=O)N1CCOCC1)C1CCCC1)c1nnnn12 in ERp5 inh has -4
# CC(=O)N1c2ccccc2C(C)CC12CCCCC2 (centres undefined) in PglD inh has 1
# CN(CC(=O)Nc1ccccc1Cl)C(=O)COC(=O)c1cc(S(=O)(=O)N(C)C)ccc1N1CCCC1 in RAD54 branch has -3

# The results go on.
16) Cc1ccc(S(=O)(=O)Nc2ccc3c(c2)C(=O)N([C@H](C)CO)C[C@@H](C)[C@H](CN(C)C(=O)Nc2ccc(F)cc2)OCCCC[C@H](C)O3)cc1
17) Cc1ccc(C)c(OCC(=O)Nc2ccc(N3CCOCC3)cc2N2CCOCC2)c1
18) O=[N+]([O-])c1cc(N=Nc2ccc3ccccc3c2)ccc1O
19) Cc1cc(=O)c2n(Cc3ccccc3Cl)nc[n+]2[nH]1
20) COC(=O)c1scc(C)c1NC(=O)CC1NCCNC1=O (centres undefined)

Compound,16,17,18,19,20
ERp5 inh,0,6,1,·,1
Casp6 inh,-2,-1,-2,·,-2
ARNT TACC3 PPI,-10,5,7,2,·
PglD inh,4,-2,3,-6,0
RAD54 branch,4,-6,3,6,0
E-selectin induc,·,·,3.5,·,·
RAD52 anneal inh,-20,13,2,·,-5
esBAF inh,-4,9,-4,3,-6

# 3 records picked at random from those above:
19) Cc1cc(=O)c2n(Cc3ccccc3Cl)nc[n+]2[nH]1
17) Cc1ccc(C)c(OCC(=O)Nc2ccc(N3CCOCC3)cc2N2CCOCC2)c1
18) O=[N+]([O-])c1cc(N=Nc2ccc3ccccc3c2)ccc1O

Compound,19,17,18
ERp5 inh,·,6,1
Casp6 inh,·,-1,-2
ARNT TACC3 PPI,2,5,7
PglD inh,-6,-2,3
RAD54 branch,6,-6,3
E-selectin induc,·,·,3.5
RAD52 anneal inh,·,13,2
esBAF inh,3,9,-4

# The list goes on:
21) Cc1ccc(CN(CC(=O)NCC2CCCO2)S(=O)(=O)c2ccc(C)cc2)cc1 (centres undefined)
22) COc1ccc(S(=O)(=O)NCc2cccnc2)cc1C(=O)N1CCCCC1
23) CN(C)C(=O)C[C@H]1CC[C@@H](NC(=O)Nc2cccc(F)c2)[C@H](CO)O1
24) Cc1cnc(NC(=O)c2cccc(S(=O)(=O)N3CC(C)OC(C)C3)c2)s1 (centres undefined)
25) C[C@H](CO)N1C[C@H](C)[C@H](CN(C)S(=O)(=O)c2cn(C)cn2)Oc2ccc(NS(=O)(=O)c3cn(C)cn3)cc2CC1=O

Compound,21,22,23,24,25
ERp5 inh,1,0,0,0,2
Casp6 inh,-1,-3,-1,3,3
ARNT TACC3 PPI,-9,-2,8,8,-8
PglD inh,-2,-1,-1,·,-1
RAD54 branch,-4,1,4,·,5
E-selectin induc,-0.2,·,-0.6,0.0,-0.1
RAD52 anneal inh,-4,-5,-4,-1,-11
esBAF inh,-2,-4,-1,-3,2

26) COC(=O)C1=C(C)NC(=O)/C1=C\N(C)C
27) Fc1ccc(Nc2nc(N3CCOCC3)nc(N3CCOCC3)n2)cc1
28) CCCCCCCn1ccc(O)c(CC(=O)OC)c1=O
29) COc1ccc(N2CCN(C(CNC(=O)C(=O)NCc3cccs3)c3ccco3)CC2)cc1 (centres undefined)
30) COc1ccc(C(CNC(=O)c2ccc(NS(=O)(=O)c3ccc4c(c3)OCCO4)cc2)N(C)C)cc1 (centres undefined)

Compound,26,27,28,29,30
ERp5 inh,2,-2,2,2,2
Casp6 inh,1,-2,0,0,1
ARNT TACC3 PPI,1,-15,1,-1,-2
PglD inh,·,5,·,·,5
RAD54 branch,·,-7,·,·,2
E-selectin induc,39*,0.2,-1.5,·,-0.8
RAD52 anneal inh,-56,-6,-7,-9,-1
esBAF inh,-2,1,·,·,·

31) CC(C)CNC(=O)c1cc(S(=O)(=O)N2CCOCC2)ccc1N1CCCC1
32) COc1ccc(C2CC(c3ccc(C)cc3)=NN2C(=O)CCC(=O)O)cc1OC (centres undefined)
33) C[C@H](CO)N1C[C@H](C)[C@H](CN(C)Cc2ccccn2)Oc2cc(C#CC3CC3)ccc2S1(=O)=O
34) C/C=C/c1ccc([C@@H]2[C@@H](CO)N(C(=O)NC(C)C)[C@H]2CN(C)C(=O)CC)cc1
35) Cc1ccc2nc(-c3ccc(C#N)cc3)c(Cc3cccc(F)c3)n2c1

Compound,31,32,33,34,35
ERp5 inh,1,6,-5,-5,4
Casp6 inh,-1,-1,0,·,1
ARNT TACC3 PPI,0,-13,0,-4,·
PglD inh,1,-2,-7,2,·
RAD54 branch,1,0,-2,-5,·
E-selectin induc,·,·,-0.3,0.2,-0.3
RAD52 anneal inh,-6,-7,-5,3,-65
esBAF inh,·,5,-5,-5,·

36) C[C@@H]1CCCCO[C@H](CN(C)CC2CC2)[C@H](C)CN([C@H](C)CO)C(=O)c2cc(NC(=O)Nc3ccc(C(F)(F)F)cc3)ccc2O1
37) O=C(Nc1ccc(Cl)cc1)Nc1cccc2nsnc12
38) CCC(C(=O)NCc1cccnc1)n1nc(C)n2c(cc3occc32)c1=O (centres undefined)
39) N#C[C@@H]1[C@@H](c2ccc(C3=CCCCC3)cc2)[C@H](CO)N1C(=O)c1cccc(F)c1
40) Cc1ccccc1SCc1noc(C(=O)NCC2CCCO2)c1C(=O)O (centres undefined)

Compound,36,37,38,39,40
ERp5 inh,·,2,-2,-1,-6
Casp6 inh,·,-3,0,0,0
ARNT TACC3 PPI,-14,-3,0,25,-3
PglD inh,2,4,4,-1,-1
RAD54 branch,-3,1,6,-7,-8
E-selectin induc,0.6,0.1,·,-0.6,-0.1
RAD52 anneal inh,·,-80,-15,-54,-13
esBAF inh,-6,91*,-1,-5,10

41) COc1ccc(-n2nc(C(=O)NCC(=O)N3CCN(c4ccccc4F)CC3)c3ccccc3c2=O)cc1OC
42) CS(=O)(=O)Nc1ccc(C2=NN(S(C)(=O)=O)C(c3cccs3)C2)cc1 (centres undefined)
43) CCn1cc(C(=O)N[C@@H](CCSC)C(=O)NCCCn2ccnc2)c(=O)c2cc3c(cc21)OCO3
44) Cc1ccc(N2CCN(C(C(=O)Nc3c(C)cccc3C)c3ccccc3OC(F)(F)F)CC2)cc1 (centres undefined)
45) COc1ccc(N(CC(=O)Nc2c(C)cccc2C)S(=O)(=O)c2ccccc2[N+](=O)[O-])c(OC)c1

Compound,41,42,43,44,45
ERp5 inh,2,8,-12,0,-2
Casp6 inh,-2,1,·,1,0
ARNT TACC3 PPI,-9,8,7,·,-5
PglD inh,·,·,-1,·,-3
RAD54 branch,·,·,-1,·,-1
E-selectin induc,·,·,·,2.3,·
RAD52 anneal inh,-11,-11,1,-4,-8
esBAF inh,30,58*,3,·,-9

46) C[C@@H]1CN([C@H](C)CO)C(=O)c2cc(N(C)C)ccc2O[C@@H]1CN(C)Cc1ccccc1
47) N#Cc1ccc(C(=O)N/N=C/c2cn(CC(=O)O)c3ccccc23)c(F)c1
48) COc1ccccc1S(=O)Cc1ccc(C(=O)NCc2ccccc2Cl)o1 (centres undefined)
49) O=C(Cn1c(=O)oc2ccccc21)Nc1ccc(F)cc1
50) CC(=O)Nc1cccc(NS(=O)(=O)c2ccc3c(c2)CCC(=O)N3)c1

Compound,46,47,48,49,50
ERp5 inh,1,0,-6,-12,4
Casp6 inh,1,3,0,0,1
ARNT TACC3 PPI,3,-4,-3,-8,·
PglD inh,-3,·,-8,-2,-5
RAD54 branch,-3,·,5,1,0
E-selectin induc,-0.1,·,·,·,4.1
RAD52 anneal inh,-6,-29,-26,-13,-13
esBAF inh,4,·,3,2,2

51) Cc1ccccc1NC(=O)Cc1nc(COC(=O)CC(C)c2ccccc2)cs1 (centres undefined)
52) CN(C)CC(=O)c1ccc(-c2ccccc2)cc1
53) CO[C@H]1CN(C)C(=O)c2cc(NC(=O)Nc3ccc(Cl)cc3)ccc2OC[C@@H](C)N(C(=O)Nc2c(C)noc2C)C[C@@H]1C
54) COCCNC(=O)C[C@H]1CC[C@H](NS(=O)(=O)c2ccc(C)cc2)[C@H](CO)O1
55) CCn1c(=O)c(C(=O)Nc2nc3ccccc3[nH]2)c(O)c2ccccc21

Compound,51,52,53,54,55
ERp5 inh,0,·,·,0,·
Casp6 inh,-1,·,·,3,·
ARNT TACC3 PPI,-5,1,4,-3,-4
PglD inh,5,1,7,4,1
RAD54 branch,-12,-1,11,-2,13
E-selectin induc,-0.8,·,0.4,-0.7,·
RAD52 anneal inh,-11,·,·,5,·
esBAF inh,-3,-6,8,2,-42

56) c1cc2nnnn2nc1N1CCCCCC1
57) O=C(CSC1=NCCS1)NC(NC(=O)CSC1=NCCS1)c1ccccc1
58) COc1ccc(CCNC(=O)CSc2nc3c(c(=O)n(C)c(=O)n3C)n2C(C)C)cc1OC
59) C[C@@H]1CN([C@H](C)CO)C(=O)c2cc(NC(=O)Cc3cn(C)c4ccccc34)ccc2O[C@H]1CN(C)C(=O)Nc1ccc(C(F)(F)F)cc1
60) COc1cc(OC)cc(C(=O)NC2CCCCCCC2)c1

Compound,56,57,58,59,60
ERp5 inh,·,-2,3,9,3
Casp6 inh,·,-1,1,-2,-3
ARNT TACC3 PPI,-3,-3,-2,-1,-3
PglD inh,2,·,3,3,5
RAD54 branch,4,·,-5,1,6
E-selectin induc,·,·,·,0.2,·
RAD52 anneal inh,·,-9,-10,-10,-8
esBAF inh,-5,·,5,-3,5
